High-throughput results as filed in PubChem BioAssay.
UTI89 phage lysis: inhibition of K1F phage lysis, E. coli UTI89, bacterial capsule biogenesis inhibitors, alamar blue (AID 488966); E. coli UTI89 K1F phage lysis, alamar blue, 2 h; higher % means a stronger effect; one-dose inhibition, % at 100 µM; IC50 in µM for titrated hits; hit rate 0.02% among 340,000;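 active = phage lysis inhibition, versus mean bacterial control, above a set limit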;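 note: capsule biogenesis inhibitors block K1F phage lysis so surviving cells raise fluorescence; higher fluorescence means more inhibition of phage lysis; actives were called in the ten point dose series up to 300 µM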
Siah-1 displacement: blockers of Siah-1 interaction with plectin peptide – biochemical, fluorescence polarization, rhodamine-plectin, uHTS, primary screen (AID 1817) | Siah-1 / rhodamine-plectin peptide fluorescence polarization; higher % means a stronger effect | one-dose displacement, % at 20 µM; IC50 in µM for titrated hits | hit rate 0.02% among 290,000;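 active = displacement of at least 50% at 20 µM, with a fluorescence ratio check between 0.3 and a set limit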;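 note: plate controls were Siah plus tracer with DMSO for no effect and tracer alone without Siah for full effect; strong numbers were not always called active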
Lipid droplet: modulators of hepatic lipid droplet formation; AML12 mouse hepatocytes, oleate lipid droplets, BODIPY imaging; inhibition, % at 6.5 µM; hit rate 0.4% among 240,000;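 active = lipid droplet intensity inhibited by at least 50%, with more than 500 cells counted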
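material = mouse AML12 hepatocyte cell line, fixed after treatment | also added = 100 µM oleic acid challenge | doses = compound at 6.5 µM only | schedule = overnight exposure | technique = Image-based BODIPY and DAPI two-channel analysis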
Lipid droplet cells 6.5 µM: also measured in Lipid droplet; calls as there; cell count; measured here: cell count, cytotoxicity flag;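 cells counted across two imaged fields per well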
An asterisk follows results filed as active; [ ] = remark or other dose. A portion of the library, so the mix of outcomes need not match the whole.

cpd | structure | UTI89 phage lysis | Siah-1 displacement
1 | COCC1CCCN(C(=O)c2cc(COc3ccc(C(C)=O)cc3)on2)C1 (stereo not given) | 0.1% | -1%
2 | COc1ccc(-n2ncc3c2CC(C)(C)CC3NC(=O)CCN2CCCCC2=O)cc1 (stereo not given) | 1.4% | -4%
3 | O=C(CNC(=O)c1ccc2c(c1)OCCO2)N=Nc1c(O)[nH]c2ccccc12 | 0.0% | 6%
4 | CCCCCN(C(=O)CCC(=O)OCC(=O)N(C)Cc1ccc(C)cc1)c1c(N)n(CCCC)c(=O)[nH]c1=O | 0.1% | -2%
5 | COC(=O)CN1C(=O)[C@H]2[C@@H](/C=C/c3ccccc3)N3C(=O)CN(CCO)C(=O)[C@@]3(Cc3ccccc3)[C@H]2C1=O | 0.5% | 12%
6 | CC(=O)c1cccc(N(CC(=O)Nc2ccc(S(=O)(=O)N3CCOCC3)cc2)S(C)(=O)=O)c1 | 0.6%[50 µM] | 5%
7 | O=S(=O)(Oc1ccccc1C(=S)N1CCOCC1)c1ccc(Cl)cc1 | -0.1% | -1%
8 | Cc1ccc(OCC(=O)N2CCC(N3CC(C)CC(C)C3)CC2)cc1 (stereo not given) | 1.4%[50 µM] | 8%
9 | O=C(Nc1ccccc1Br)c1cc(=O)c2ccccc2o1 | 0.3% | 4%
10 | O=C(COc1ccc2c(c1)OCO2)Nc1nnc(Cc2ccccc2)s1 | 0.1% | -4%
11 | COc1cccc(CN2CCC(Oc3ccc(C(=O)NCc4ccccn4)cc3)CC2)c1O | 0.4% | -1%
12 | NC(=O)c1ccccc1OCC(=O)N1CCCc2ccccc21 | 0.2% | -2%
13 | Fc1ccccc1/C=N/n1c(C2CCCCC2)n[nH]c1=S | 2.8%[50 µM] | 4%
14 | CCCCc1cc(=O)oc2c(C)c(OCC(=O)N3CCCC3)ccc12 | -0.3% | 1%
15 | COc1ccc(Cl)cc1C(=O)OCC(=O)NCCNC(=O)COC(=O)c1cc(Cl)ccc1OC | 0.0% | 1%

cpd | Lipid droplet | Lipid droplet cells 6.5 µM
1 | -19 | 704
2 | 7 | 655
3 | 3 | 690
4 | -11 | 796
5 | 3 | 782
6 | 2 | 692
7 | -6 | 683
8 | -3 | 648
9 | -1 | 756
10 | 0 | 791
11 | 15 | 685
12 | -14 | 758
13 | 5 | 787
14 | -4 | 694
15 | 0 | 837

(more compounds)
cpd | structure | UTI89 phage lysis | Siah-1 displacement
16 | O=C(NC1CCCC1)C(c1ccncc1)N(C(=O)Cc1cccs1)c1ccc(F)cc1 (stereo not given) | 0.1% | -1%
17 | O=C(C#Cc1ccccc1)Nc1cccc(F)c1 | 0.4% | -1%
18 | CCC(CC)C(=O)N1CC(=O)Nc2ccc(F)cc2C1c1ccc(F)cc1 (stereo not given) | -0.2% | 0%
19 | Cc1ccc(-n2c3c(cc(C(=O)NCC(=O)c4ccccc4)c2=O)C(=O)CCC3)cc1 | -0.2% | 1%
20 | Cc1cc(C)c(S(=O)(=O)c2cccc(C(F)(F)F)c2)c(=O)[nH]1 | 0.3% | 3%
21 | NC(=O)CSc1nnc(COc2cccc3ccccc23)o1 | -0.6% | 0%
22 | COc1cccc(NS(=O)(=O)c2c(C)nc3sccn3c2=O)c1 | 0.4% | 3%
23 | COc1ccc(CN2CCN(C3CCC3)CC2CCO)c(C)c1C (stereo not given) | -0.2% | 0%
24 | O=C(Cc1ccccc1)NCCc1cnc[nH]1 | -0.2%[50 µM] | 0%
25 | CCOC(=O)C1CCN(C2=NC(=O)/C(=C/c3ccccc3OC)S2)CC1 | -0.2% | -1%
26 | Cc1cccc(C(=O)NCCCNC(=O)c2ccc(C)nc2)c1 | 0.0% | 9%
27 | CS(=O)(=O)Nc1cccc(-c2cnc3ccccc3n2)c1 | 0.0% | -2%
28 | O=C(CSc1n[nH]c(-c2ccccc2)n1)N1CCCC1 | 0.5% | -5%
29 | NS(=O)(=O)c1ccc(CCNC(=O)c2ccc[nH]c2=S)cc1 | 0.1% | 1%
30 | O=C(NC1CCN(Cc2ccc3ccccc3c2)CC1)c1ccccc1 | 0.0% | -3%

cpd | Lipid droplet | Lipid droplet cells 6.5 µM
16 | -1 | 744
17 | -1 | 781
18 | -25 | 671
19 | 2 | 822
20 | 9 | 853
21 | 0 | 800
22 | -8 | 781
23 | 10 | 796
24 | -26 | 799
25 | 0 | 822
26 | -4 | 782
27 | 1 | 802
28 | -4 | 830
29 | 11 | 873
30 | 5 | 422

Next section
cpd | structure | UTI89 phage lysis | Siah-1 displacement
31 | CC(C)(C)NS(=O)(=O)c1ccc2[nH]c3c(c2c1)CCCCC3 | 0.1% | 6%
32 | Cc1ccc(C)c(NC(=S)N2CCCC2)c1 | -0.2%[50 µM] | -6%
33 | Cc1cccc(C(=O)Nc2ccc(NC(=O)c3ccccc3)cc2)c1 | 0.7% | 9%
34 | COc1ccc(-n2nc(C(N)=O)nc2-c2ccccc2)cc1 | 1.3% | -2%
35 | COc1ccc(N2CC(C(=O)N[C@H](C(=O)NC3CCCC3)C(C)C)CC2=O)cc1 (stereo not given in full) | -0.2% | -2%
36 | Cc1ccc(NC2CCCN(C(=O)c3cccc4nccnc34)C2)cc1C (stereo not given) | -0.2% | 6%
37 | CC(=O)c1c(C)oc2ccc(N(C(C)=O)S(=O)(=O)c3ccc(Br)cc3)cc12 | -0.2%[50 µM] | 10%
38 | COc1ccccc1NC(=O)c1ccccc1Nc1ccccc1 | 0.1% | 0%
39 | Cc1cc2c(=O)n(CC(=O)NCC(=O)Nc3ccc(C(C)C)cc3)cnc2s1 | 0.0% | 8%
40 | COc1cc2c(cc1OC)CN(C(=O)/C=C/c1ccc([N+](=O)[O-])cc1)CC2 | 1.2% | 0%
41 | Nc1cc(N)nc(SCC(=O)Nc2ccc3c(c2)OCO3)n1 | 0.4% | 0%
42 | CCn1cc(CN2CCC(n3nccc3NC(=O)C(OC)c3ccccc3)CC2)cn1 (stereo not given) | 0.0% | 8%
43 | Cc1ccc(C)c(OCC(=O)Nc2ccc(C(=O)O)cc2NC(=O)COc2cc(C)ccc2C)c1 | -0.1% | 0%
44 | Nc1nonc1-n1nnc(C(=O)N/N=C/c2ccccc2Cl)c1-c1ccccc1 | -0.2% | 5%
45 | O=C(Nc1ccnn1C1CCN(C(=O)Cc2cccc(Cl)c2)CC1)C1CC1 | 1.5%[50 µM] | 3%

cpd | Lipid droplet | Lipid droplet cells 6.5 µM
31 | 1 | 811
32 | -1 | 830
33 | 7 | 798
34 | -14 | 825
35 | 10 | 685
36 | 10 | 741
37 | -1 | 682
38 | -26 | 803
39 | 4 | 698
40 | -3 | 732
41 | 0 | 801
42 | 14 | 685
43 | -14 | 809
44 | -7 | 804
45 | 1 | 798

(further entries)
cpd | structure | UTI89 phage lysis | Siah-1 displacement
46 | NC(=O)c1cc(S(=O)(=O)N2CCc3ccccc3C2)cs1 | 0.1% | 1%
47 | O=C(CN(C(=O)c1csnn1)c1ccc(F)cc1)NCc1ccc2c(c1)OCO2 | -0.4% | 4%
48 | O=C(c1ccoc1)N1CCCC(CO)(CCCc2ccccc2)C1 (stereo not given) | 0.1%[50 µM] | 3%
49 | CC(=O)c1ccc(NC(=O)C2=CC(c3ccco3)=NS(=O)(=O)N2C)cc1 | -0.2% | -5%
50 | Cc1ccc2c(C)c(C(=O)N3CCN(C4CCS(=O)(=O)C4)CC3)oc2c1C (stereo not given) | 0.6%[50 µM] | 2%
51 | O=[N+]([O-])c1ccc(Cl)cc1NCC1CCCO1 (stereo not given) | 0.1% | -5%
52 | O=S(=O)(c1ccc(Cl)cc1)c1nc(-c2ccco2)oc1N1CCCCC1 | -0.2% | -3%
53 | O=C1CCC([N+](=O)[O-])C(c2ccccc2Br)N1 (stereo not given) | 0.0% | -3%
54 | CCn1c(=O)c(C(=O)Nc2ncccc2O)c(O)c2ccccc21 | 1.0% | 10%
55 | COc1ccc(-n2nc(C(=O)NCC(=O)N3CCN(Cc4ccccc4)CC3)c3ccccc3c2=O)cc1OC | 0.4% | -2%
56 | CCCCc1nnc(NC(=O)CSCc2cc(=O)n3c(C)csc3n2)s1 | 0.2% | 0%
57 | COc1ccc(CNC(=O)[C@H](C)NC(=O)C2CCN(C(=O)[C@@H](N)Cc3ccccc3)CC2)cc1 | 3.9% | -6%
58 | Cc1cc(S(=O)(=O)NC2CC(C)(C)NC(C)(C)C2)c(Cl)cc1Cl | 0.1% | 0%
59 | CNC(=O)CN1C(=O)COc2ccc(S(=O)(=O)N3CCCCCC3)cc21 | 1.6% | 7%
60 | COc1cc(/C=N/NC(=O)c2cc3c(ccc4ccccc43)o2)cc(OC)c1O | 0.1% | -8%

cpd | Lipid droplet | Lipid droplet cells 6.5 µM
46 | 11 | 426
47 | 1 | 798
48 | -28 | 591
49 | -4 | 704
50 | -16 | 730
51 | -12 | 845
52 | -18 | 633
53 | 8 | 893
54 | -6 | 805
55 | 0 | 801
56 | -7 | 698
57 | -6 | 818
58 | -3 | 792
59 | 7 | 739
60 | 16 | 705

Further records follow:
cpd | structure | UTI89 phage lysis | Siah-1 displacement
61 | C=CCn1c2ccccc2c2nnc(SCCN3CCCCC3)nc21 | 0.0% | -6%
62 | NC(=O)CC(NC(=O)Cc1ccc(Cl)cc1)c1ccc(NCCCN2CCCC2=O)c([N+](=O)[O-])c1 (stereo not given) | -0.8% | 24%
63 | O=S(=O)(NCCc1ccccc1)c1ccc(-n2cnnn2)cc1 | 0.0% | 0%
64 | CCCCOP(=O)(c1ccc(N(C)C)cc1)C(O)c1ccc(N(C)C)cc1 (stereo not given) | 1.8%[50 µM] | -7%
65 | Cn1c(SCC(=O)NC2CCCCC2)nnc1-c1ccncc1 | 0.1% | 1%
66 | CC1(C)Cc2c(cnn2-c2ccccc2)C(NC(=O)CCCN2CCCCC2=O)C1 (stereo not given) | 0.3% | -1%
67 | CCN(CC)CCNC(=O)CNC(=O)c1nn(-c2ccc(OC)c(OC)c2)c(=O)c2ccccc12 | -0.1%[50 µM] | -7%
68 | O=C(Nc1nnc(C2CC2)s1)c1cc(Cl)sc1Cl | 0.2% | -2%
69 | CC(C)C[C@H](NC(=O)c1[nH]cnc1C(=O)N[C@@H](C)C(=O)OCc1ccccc1)C(=O)OC(C)(C)C | 0.3% | -4%
70 | COc1ccc(N2CCN(CC(=O)N3c4ccccc4CC3C)CC2)cc1 (stereo not given) | -0.1% | 6%
71 | Cc1ccc(-c2nn(CCC(=O)NC(C)C)c(=O)c3ccccc23)cc1 | 0.0% | 0%
72 | CC1Cc2cc(-c3csc(N)n3)ccc2O1 (stereo not given) | -0.2% | 1%
73 | CCOC(=O)C1=C(CCc2ccccc2)NC(=O)NC1c1ccc2ccccc2c1 (stereo not given) | 3.4% | 5%
74 | CC(C)Sc1ncnc2c1cnn2-c1ccccc1 | 0.0% | -5%

cpd | Lipid droplet | Lipid droplet cells 6.5 µM
61 | -19 | 797
62 | 2 | 787
63 | -4 | 823
64 | -10 | 409
65 | -1 | 821
66 | -2 | 719
67 | -2 | 834
68 | -8 | 628
69 | -14 | 805
70 | -37 | 789
71 | 7 | 425
72 | 3 | 810
73 | 26 | 820
74 | 9 | 851

10 structures out of the list, ordered by molecular weight, ascending:
cpd | structure | UTI89 phage lysis | Siah-1 displacement
74 | CC(C)Sc1ncnc2c1cnn2-c1ccccc1 | 0.0% | -5%
68 | O=C(Nc1nnc(C2CC2)s1)c1cc(Cl)sc1Cl | 0.2% | -2%
65 | Cn1c(SCC(=O)NC2CCCCC2)nnc1-c1ccncc1 | 0.1% | 1%
71 | Cc1ccc(-c2nn(CCC(=O)NC(C)C)c(=O)c3ccccc23)cc1 | 0.0% | 0%
61 | C=CCn1c2ccccc2c2nnc(SCCN3CCCCC3)nc21 | 0.0% | -6%
70 | COc1ccc(N2CCN(CC(=O)N3c4ccccc4CC3C)CC2)cc1 (stereo not given) | -0.1% | 6%
64 | CCCCOP(=O)(c1ccc(N(C)C)cc1)C(O)c1ccc(N(C)C)cc1 (stereo not given) | 1.8%[50 µM] | -7%
73 | CCOC(=O)C1=C(CCc2ccccc2)NC(=O)NC1c1ccc2ccccc2c1 (stereo not given) | 3.4% | 5%
67 | CCN(CC)CCNC(=O)CNC(=O)c1nn(-c2ccc(OC)c(OC)c2)c(=O)c2ccccc12 | -0.1%[50 µM] | -7%
62 | NC(=O)CC(NC(=O)Cc1ccc(Cl)cc1)c1ccc(NCCCN2CCCC2=O)c([N+](=O)[O-])c1 (stereo not given) | -0.8% | 24%

cpd | Lipid droplet | Lipid droplet cells 6.5 µM
74 | 9 | 851
68 | -8 | 628
65 | -1 | 821
71 | 7 | 425
61 | -19 | 797
70 | -37 | 789
64 | -10 | 409
73 | 26 | 820
67 | -2 | 834
62 | 2 | 787
